JMJD2A Tudor inh = blocks the human JMJD2A Tudor domain. hit rate 4.4% among 390,000. O75164. AlphaScreen JMJD2A-Tudor / H3K4me3 peptide binding. Potency, µM (series often up to 114 µM), inactives show top-dose activity change, negative = inhibition, most hits filed as inhibitors; note: potency is the fitted concentration of half-maximal effect; % is set by controls: 0 for no effect and ±100 for the full control effect; nearly all actives have a fitted effect of over 50% in size
RGS4 inhibitor = inhibitors of human regulator of G protein signaling 4 | P49798 | Transcreener GDP fluorescence polarization, RGS4-accelerated GTP hydrolysis | Potency, µM (highest dose often 114 µM), for the others: at the highest dose activity change, negative = inhibition, hits mostly inhibitors | hit rate 0.039% among 390,000 | AID 504845; note: potency is the fitted concentration of half-maximal effect; % is set by controls: 0 for no effect and ±100 for the full control effect; nearly all actives have a fitted effect of over 75% in size; some results filed as inactive show a strong effect at the top dose
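MLSMR compounds (23 nl, pin-transferred) preincubated 10 min at room temperature with a 500nM (2x) first reagent, then RGS4 at 900nM (2x) plus Transcreener GDP mix added; fluorescence polarization (620/688 nm) read before and after 90 min at 30 °C.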
ERG-DNA inh = inhibitors of human ERG Ets domain-DNA interaction. P11308. fluorescence polarization, His-ERG Ets domain / labelled DNA. Potency, µM (series often up to 76.9 µM), inactives show top-dose FP activity, negative = inhibition, hits mostly inhibitors. hit rate 0.028% among 370,000. AID 624246; active = well fitted inhibition curve with a large enough effect in the polarisation, with a control signal flat; inconclusive = small, poorly fitted or top-dose-only effect, or effect the other way, or a change in a side signal; inactive = no such curve, though single readings can be large or run the other way; the % refers to the polarisation;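 note: polarization taken with two DNA probes labelled with fluorescein and Texas red; potency is the fitted concentration of half-maximal effect; % of control where 0% means no effect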
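His-tagged ERG Ets domain (1 uM in the protein solution; 300mM KCl, 50mM Tris-HCl, 1mM EDTA, 1mM DTT, pH 7.5) received compound, then a probe mix of 5 nM fluorescein-DNA and 100nM Texas-615-DNA. Fluorescence polarization was read for both dyes.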
HP1b binding inh = blocks HP1-beta chromodomain binding to methylated histone tails; P83916; AlphaScreen HP1-beta / biotin-H3K9me3 peptide binding; Potency, µM (series often up to 114 µM), without a hit: top-dose activity change, negative = inhibition, hits mostly inhibitors; hit rate 0.56% among 390,000; note: potency is the fitted concentration of half-maximal effect; nearly all actives have a fitted effect of over 70% in size; inactives centre near 23
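AlphaScreen: HP1-beta (50 nM) preformed 30 min with biotin-H3(1-18)K9me3 peptide (50 nM) in PBS pH 7.4, 0.01% Tween-20. Compound added for 30 min at RT, then streptavidin donor/nickel chelate acceptor beads (10 ug/mL) for 30 min.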
PI4K2A inh = blocks human PI4K2A kinase activity; activity change, negative = inhibition, % at 76.9 µM; hit rate 0.13% among 420,000; Q9BTU6; purified PI4K2A, ADP-Glo luminescence, 1 h; active compounds read low; in the data active = activity change below about -50%; inconclusive = mostly about -30% to -49%;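 note: -100% = wells without enzyme as full effect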
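PI4K2A activity was measured by ADP-Glo luminescence: enzyme (4 ug/mL stock) and phosphatidylinositol (1.2 mM stock) in Tris pH 7.5/MgCl2/EGTA/Triton X-100 buffer were reacted with ATP (300 microM stock) for one hour at ambient temperature.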
G9a inh = blocks human histone lysine methyltransferase G9a; Q96KQ7; G9a H3K9 monomethylation, AlphaScreen, 2 h; Potency, µM (doses to about 102 µM), inactives show at the highest dose activity, negative = inhibition, hits mostly inhibitors; hit rate 8.8% among 350,000; note: potency is the fitted concentration of half-maximal effect; % is set by controls: 0 for no effect and ±100 for the full control effect; nearly all actives have a fitted effect of over 75% in size
Target sequence (Q96KQ7 913-1193 limits assumed): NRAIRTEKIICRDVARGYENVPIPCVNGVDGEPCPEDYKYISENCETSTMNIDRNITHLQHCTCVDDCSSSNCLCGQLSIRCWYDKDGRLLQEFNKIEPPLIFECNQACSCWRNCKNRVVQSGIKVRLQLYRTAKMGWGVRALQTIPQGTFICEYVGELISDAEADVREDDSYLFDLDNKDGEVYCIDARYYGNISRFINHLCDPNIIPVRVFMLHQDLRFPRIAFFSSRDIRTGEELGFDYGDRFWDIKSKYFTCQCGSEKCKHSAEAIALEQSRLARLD
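Quantitative HTS format: methyltransferase activity on a biotin-tagged H3K9 peptide is measured by AlphaScreen, using a rabbit anti-monomethyl-H3K9 antibody with streptavidin donor and anti-IgG acceptor beads. Final levels are 20 nM enzyme, 500 nM peptide, 20 uM SAM; 2 h RT.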
BAZ2B inh = inhibitors of human BAZ2B bromodomain; Potency, µM (series often up to 114 µM), without a hit: at the top dose activity change, negative = inhibition, most hits filed as inhibitors; AID 504333; hit rate 4.4% among 360,000; AlphaScreen BAZ2B-H3K14Ac peptide displacement; note: potency is the fitted concentration of half-maximal effect; % is set by controls: 0 for no effect and ±100 for the full control effect; nearly all actives have a fitted effect of over 60% in size
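AlphaScreen displacement of biotin-H3(5-23)K14Ac peptide (50 nM final) from BAZ2B (50 nM final) in PBS pH 7.4, 0.01% Tween-20; complex preformed 30 min RT, then compounds (top 110 uM) 30 min RT, beads 20 min dark.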
GLS inh = inhibitors of human glutaminase (GLS). Potency, µM (top dose mostly 45.5 µM), without a hit: at the top dose activity change, negative = inhibition, actives largely listed as inhibitors. GLS enzymatic activity, qHTS titration. O94925. AID 624170. hit rate 0.21% among 410,000; note: potency is the fitted concentration of half-maximal effect; % is set by controls: 0 for no effect and ±100 for the full control effect
Target sequence (O94925 whole entry, looked up): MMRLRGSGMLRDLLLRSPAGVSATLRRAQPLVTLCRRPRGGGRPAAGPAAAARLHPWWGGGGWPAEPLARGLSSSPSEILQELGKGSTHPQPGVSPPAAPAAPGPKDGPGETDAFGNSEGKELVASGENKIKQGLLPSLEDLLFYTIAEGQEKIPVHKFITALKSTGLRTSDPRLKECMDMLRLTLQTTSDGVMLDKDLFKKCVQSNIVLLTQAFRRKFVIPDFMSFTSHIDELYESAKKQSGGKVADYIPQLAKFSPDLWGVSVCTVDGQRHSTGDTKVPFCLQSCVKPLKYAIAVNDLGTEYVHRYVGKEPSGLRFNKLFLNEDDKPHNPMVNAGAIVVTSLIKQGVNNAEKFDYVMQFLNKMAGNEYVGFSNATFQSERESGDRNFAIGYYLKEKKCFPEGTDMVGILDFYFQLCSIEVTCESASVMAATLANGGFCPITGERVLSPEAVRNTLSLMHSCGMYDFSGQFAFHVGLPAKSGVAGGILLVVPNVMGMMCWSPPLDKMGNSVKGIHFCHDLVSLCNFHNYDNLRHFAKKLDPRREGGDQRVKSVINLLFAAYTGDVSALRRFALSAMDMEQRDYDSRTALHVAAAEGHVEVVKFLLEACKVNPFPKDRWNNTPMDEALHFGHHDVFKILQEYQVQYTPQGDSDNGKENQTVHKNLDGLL
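Assay buffer: 45 mM KH2PO4 pH 8.2, 0.02% Tween-20. hKGA acts on L-glutamine (1 mM solution added); product glutamate is reported by an oxidase/peroxidase Amplex Red coupling, with fluorescence taken at baseline and 30 min.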
12-LOX inh = blocks human arachidonate 12S-lipoxygenase; purified 12hLO, xylenol orange hydroperoxide absorbance; Potency, µM (series often up to 108 µM), for inactives: at the top dose activity change, negative = inhibition, usual class: inhibitors; P18054; hit rate 1.1% among 580,000; note: potency is the fitted concentration of half-maximal effect; % is set by controls: 0 for no effect and ±100 for the full control effect
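Hydroperoxide product was detected by ferrous iron/xylenol orange as the 573 to 405 nm absorbance ratio. Arachidonic acid at 40 uM (final) was turned over for 30 min at room temperature by 150 nM human 12hLO, pH 7.0 Hepes buffer, after 15 min compound preincubation.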
* hit, by the source's call; ? = inconclusive; · = no result given; & = joins results of further samples; [ ] = dose if it differs, or a comment. Unless noted, calls come from the whole dose curve; as a rule, active = well fitted curve in the direction sought with a large enough effect; inconclusive = small, poorly fitted or top-dose-only effect, or another doubt; inactive = no such curve, though single readings can be large; an effect the other way counts as inactive or inconclusive. Some of the compounds tested; rates above refer to the full screens.

JMJD2A Tudor inh	RGS4 inhibitor	ERG-DNA inh	HP1b binding inh	PI4K2A inh	G9a inh	BAZ2B inh	GLS inh	12-LOX inh	canonical_smiles
-3%	-25%	6%	38%[activator]	-1	-4%[59 µM]	2%	-4%	121%[activator]	O=C(O)c1cc(-c2cccnc2)nc2ccccc12
-1%	8%	-3%	25%[57 µM]	1	-2%[59 µM]	3%	-4%	-6%	Cc1ccc(Cl)cc1NC(=O)CSc1nc2ccccc2nc1Cc1ccccc1
-3%	13%	10%	34%	-5	-34%	3%	16%	-13%	COc1ccccc1NS(=O)(=O)c1cccc(NC(=O)C(C)NC(=O)c2ccco2)c1 (stereo unspecified)
-19%	22%	0%	18%	-1	-36%	13%	7%	0%	COC(=O)c1ccc(N2CCN(C)CC2)c(NC(=O)COc2ccc(OC)cc2)c1
-15%	10%	3%	28%	-2	?	-19%	3%	-20%	COc1cc2ncnc(NCc3ccc(Cl)cc3)c2cc1OC
-14%	-8%	-6%	22%	-8	0%	0%	1%	3%	CCCCN(CC)CCNC(=O)CNC(=O)Cn1ccc2ccccc2c1=O
-13%	27%	-3%	24%	3	3%	-28%	-12%	20%&13%	CN(C(=O)c1ccc(-c2nn(C)c(=O)c3ccccc23)cc1)C1CCCCC1
-31%	2%	4%	1%	-8	7%[59 µM]	-20%	-4%	-24%	COc1ccccc1NC(=O)C1=C(C)Nc2nc(-c3ccco3)nn2C1c1ccccc1 (stereo unspecified)
-11%	41%	-4%	35%[activator]	4	19%	1%	-12%	-9%	COc1ccc(NC2=NC(=S)N(c3ccc(C)cc3)C23CCCCC3)cc1
-25%	-8%	-4%	14%[57 µM]	-17	5%[59 µM]	5%	-1%	-34%	COc1cccc(CNC(=O)C(=O)NCC(c2ccc3c(c2)OCO3)N2CCOCC2)c1 (stereo unspecified)
-15%	9%	0%	-6%	1	17%	4%	0%	-14%	Cc1ccc(N(CC(=O)NC2CCCC2)C(=O)c2nsc(Cl)c2Cl)cc1
-27%	-1%	7%	3%	-3	·	·	-10%	-23%	c1ccc(NN=C2c3ccccc3-c3ccccc32)cc1
4%	9%	-1%	13%	0	·	-13%	-6%	0%	COCCOc1cc2ncnc(N3CCC(C(=O)O)CC3)c2cc1OCCOC
-1%	12%	-1%	33%	3	?	-26%	-8%	-4%	COc1ccccc1OCCn1c(C(C)O)nc2ccccc21 (stereo unspecified)
-11%	-12%	-2%	45%[activator]	-3	·	·	9%	?	COc1ccc(-c2oc3ccc(N4CCOCC4)cc3c2C#CC2(O)CCCCC2)cc1
-7%	-8%	4%	31%	4	·	·	-10%	0%	CC(C)Oc1ccc(/C=C(\C#N)C(=O)NC2CC2)cc1
-19%	-15%	-17%	75%[activator]	0	·	·	2%	0%	CN(C(=O)c1cccc(NC(=O)Cc2ccc(NC(=O)C3CCN(C(=O)c4ccccc4)CC3)cc2)c1)C1CC1
3%	-12%	2%	30%	2	3%	1%	35%[activator]	56%[activator]	C/C(=N\O)C(=O)Nc1ccccc1
-15%	-5%	2%	13%	-1	-2%[59 µM]	?	14%	?	Cc1ccc(NC(=S)NCc2ccccc2Cl)c(C)c1
25%	18%	-4%	76%[activator]	-3	-17%[59 µM]	·	10%	14%	CCCOC(=O)CCn1c(=S)oc2ccccc21
13µM*	4%	1%	?	5	16µM*	28µM*	5%	·	CCOC(=O)c1c(C)n(-c2ccc(C)cc2)c2ccc(OCC(O)CNCC3CCCO3)cc12 (stereo unspecified)
-20%	-13%	-14%	16%	-1	?	-13%	-5%	2%	O=C1CN(C(=O)c2ccco2)C(c2ccccc2)c2cc(Cl)ccc2N1 (stereo unspecified)
1%	-11%	13%	62%[activator]	-11	0%[59 µM]	12%	-6%	1%	CCCn1c(CN2CCN(C(=O)c3ccco3)CC2)nc2c1c(=O)n(C)c(=O)n2C
?	15%	-5%	3%[57 µM]	-1	2%[59 µM]	?	5%	-29%	CCOC(=O)c1c(C)[nH]c(CCC(=O)Nc2c(Cl)cc(OC)cc2OC)c1C
3%	8%	11%	31%	-1	?	-36%	9%	-10%	COC(=O)c1c(NC(=O)CN2CCN(C(=O)c3ccco3)CC2)c2c(C)cccc2n1C
-8%	-27%	-2%	40%[activator]	-1	44%[activator]	?	-6%	-8%	CCN(CC(=O)Nc1sc2c(c1C#N)CCC(C)C2)CC(=O)NC1CCS(=O)(=O)C1 (stereo unspecified)
-2%	-8%	8%	34%	1	40%	-33%	-3%	-28%	COCCc1nc2ccc(C(=O)NCc3cccc(-n4cccn4)c3)cc2o1
35%	-4%	7%	107%[activator]	-6	61%[activator]	32%	0%	0%	COc1ccccc1C(=O)Nc1cccc2cccnc12
-15%	4%	5%	16%	-1	-22%	-1%	0%	-24%	CC(C)(C)c1ccc(C(=O)NCC(=O)OCC(=O)N2CCN(S(=O)(=O)c3ccc(Cl)cc3)CC2)cc1
-1%	-18%	-4%	21%	0	2%[59 µM]	-6%	-4%	?	CCOCCn1ccc2c(OCC(=O)Nc3ccc(OC(F)(F)F)cc3)cccc2c1=O

The listing continues:
JMJD2A Tudor inh	RGS4 inhibitor	ERG-DNA inh	HP1b binding inh	PI4K2A inh	G9a inh	BAZ2B inh	GLS inh	12-LOX inh	canonical_smiles
9%	-38%	-3%	19%	4	-25%[12.7 µM]	-2%	1%	0%	O=c1cc(CSc2nnc(COc3ccc(Cl)cc3)o2)c2ccccc2[nH]1
-14%	-14%	-2%	21%	-3	2%	-17%	26%	-16%	O=C(O)CSc1nnc(COc2ccc([N+](=O)[O-])cc2)n1-c1ccccc1
-22%	20%	-8%	60%[activator]	5	·	·	5%	5%	CC(C)(C)[C@H]1C=C(C(=O)O)O[C@@H](OCc2ccc(CO)cc2)C1
?	-46%	3%	?	2	·	40µM*	11%	?	CCOC(=O)C1=C(C)Nc2ccccc2S1
?	-8%	7%	-21%	4	·	?	-7%	40µM*	O=C1Nc2ccccc2N=C(c2ccccc2)C1Br (stereo unspecified)
-9%	9%	-10%	28%	5	4%	-19%	18%	?	O=C(CSc1nnc2n1CCCN2)c1ccccc1
-9%	-1%	3%	45%[activator]	-1	·	·	-1%	-2%	CC(C)CCC1(C)NC(=O)N(CC(=O)NCC(=O)Nc2ccc(F)c(F)c2F)C1=O (stereo unspecified)
-22%	3%	-3%	18%	8	-32%[12.7 µM]	-4%	-4%	-9%	CC(Sc1ccc(S(=O)(=O)N2CCN(C)CC2)cn1)C(=O)NC1CCCCC1 (stereo unspecified)
-28%	22%	2%	20%	1	·	·	6%	-22%	COc1ccc(S(=O)(=O)Nc2ccc3c(c2)C(=O)N([C@H](C)CO)C[C@H](C)[C@@H](CN(C)S(=O)(=O)c2ccc(OC)cc2)O3)cc1
-11%	-16%	11%	20%	-1	12%	-10%	6%	1%	Fc1cccc(Nc2nc(N3CCOCC3)nc(N3CCOCC3)n2)c1
-9%	-20%	-14%	32%	-2	-2%	4%	-9%	1%	COc1cccc(CNC(=O)CCC(=O)N2CC(C)Oc3ccccc32)c1OC (stereo unspecified)
-7%	-23%	-2%	54%[activator]	1	?	-12%	-4%	24%	COC(=O)c1ccc(C(C2C(=O)CC(C)(C)CC2=O)C2C(=O)CC(C)(C)CC2=O)cc1
-17%	-13%	1%	30%	2	-24%[59 µM]	-6%[57.1 µM]	0%	-24%	CCc1ccc(N(CC)C(=O)CCn2cnc3onc(-c4ccc(F)cc4)c3c2=O)cc1
-35%	6%	8%	22%	-1	50µM*	-25%	-4%	?	CCn1c(SCC(=O)Nc2cccc(C)c2)nc2c(c1=O)SC(C)C2 (stereo unspecified)
-18%	3%	0%	4%	10	?	-19%	15%	-11%	C=CCc1ccccc1OCC(O)CN(CC)CC (stereo unspecified)
-3%	1%	1%	34%	2	-45%	10%	21%	-21%	O=C(CN1C(=O)NC2(CCCCC2)C1=O)Nc1cc(C(F)(F)F)ccc1N1CCCC1
-8%	15%	1%	6%	9	-23%[59 µM]	11%	-4%	-2%	COc1ccc(C(NC(N)=O)c2ccccc2)cc1 (stereo unspecified)

Structures from the list above that contain a cyano group:
JMJD2A Tudor inh	RGS4 inhibitor	ERG-DNA inh	HP1b binding inh	PI4K2A inh	G9a inh	BAZ2B inh	GLS inh	12-LOX inh	canonical_smiles
-7%	-8%	4%	31%	4	·	·	-10%	0%	CC(C)Oc1ccc(/C=C(\C#N)C(=O)NC2CC2)cc1
-8%	-27%	-2%	40%[activator]	-1	44%[activator]	?	-6%	-8%	CCN(CC(=O)Nc1sc2c(c1C#N)CCC(C)C2)CC(=O)NC1CCS(=O)(=O)C1 (stereo unspecified)

Screens (PubChem BioAssay)
